TLR9-MyD88 block = blocks human TLR9 binding to MyD88; Q9NR96+Q99836; CHO BLA complementation TLR9-MyD88, CCF4 FRET ratio; inhibition, % at 4.98 µM; 340,000 compounds, 0.21% hits; AID 504734;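 active = inhibition above the mean over all tested compounds plus 3 SD, cut at about 21% in these data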;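 also: 0% = DMSO only wells and 100% = clavulanate BLA inhibitor control wells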
ABCB6 inh MLPCN = blocks the human ABCB6 transporter. K562-ABCB6 porphyrin accumulation, flow cytometry, 1 h; active compounds read low. Q9NP58. fluorescence ratio to DMSO, % at 10 µM. 360,000 compounds, 0.19% hits;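 active = fluorescence ratio to DMSO below 75%, the collection mean minus 3 SD; inconclusive = too few cells collected in the well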;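 also: signal is porphyrin accumulated inside mitochondria; 100% equals median channel fluorescence of DMSO control wells; lower ratio means ABCB6 inhibition with less porphyrin fluorescence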
MC4R antagonist = human MC4R antagonism in cAMP assay. MC4R-expressing cells, MTII-stimulated cAMP, LANCE TR-FRET. inhibition, % at 6.5 µM. 360,000 compounds, 0.48% hits. AID 540295;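 active = inhibition above its plate's cutoff, the mean of tested wells on that plate plus 3 SD, cut at about 29% in these data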;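 also: 0% = Melanotan II alone and 100% = Melanotan II plus saturating MCL0020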
Target sequence (P32245 whole entry, looked up): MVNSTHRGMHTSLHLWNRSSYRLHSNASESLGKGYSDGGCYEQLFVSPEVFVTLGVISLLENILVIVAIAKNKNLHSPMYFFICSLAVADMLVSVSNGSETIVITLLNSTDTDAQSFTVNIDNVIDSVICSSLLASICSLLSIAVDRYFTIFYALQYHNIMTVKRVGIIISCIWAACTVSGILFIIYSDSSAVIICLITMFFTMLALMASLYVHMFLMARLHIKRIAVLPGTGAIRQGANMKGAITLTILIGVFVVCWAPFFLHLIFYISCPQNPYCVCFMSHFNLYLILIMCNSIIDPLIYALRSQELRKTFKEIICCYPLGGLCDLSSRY
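Assay system: human MC4R-expressing U2OS cells; reagent: Melanotan II stimulation of cells; dosing: 6.5 µM single dose; timing: compound 30 min, challenge 1 h, detection 1 h; signal: TR-FRET cAMP assay; replicates: one well per compound, no replicates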
Vif imaging = HIV Vif inhibition; HEK293T cells, Vif self-association by quenched fluorescence, imaging, 24 h; 340,000 compounds, 0.35% hits; inhibition, % at 7.49 µM; in the data active = inhibition above about 50%, passing the limit was not always enough; inconclusive = no clear call, values can overlap the other calls; inactive = below about 31%; also: some results filed as inactive read as strong as hits
NOD2 RIPK2 PPI = blocks binding of human NOD2 to RIPK2 | O43353 | CHO BLA complementation NOD2-RIPK2, CCF4 ratio | inhibition, % at 4.98 µM | 360,000 compounds, 0.38% hits; in the data active = inhibition above about 21%;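 also: 0% = vehicle only and 100% = reference blocker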
Target sequence (O43353 whole entry, looked up): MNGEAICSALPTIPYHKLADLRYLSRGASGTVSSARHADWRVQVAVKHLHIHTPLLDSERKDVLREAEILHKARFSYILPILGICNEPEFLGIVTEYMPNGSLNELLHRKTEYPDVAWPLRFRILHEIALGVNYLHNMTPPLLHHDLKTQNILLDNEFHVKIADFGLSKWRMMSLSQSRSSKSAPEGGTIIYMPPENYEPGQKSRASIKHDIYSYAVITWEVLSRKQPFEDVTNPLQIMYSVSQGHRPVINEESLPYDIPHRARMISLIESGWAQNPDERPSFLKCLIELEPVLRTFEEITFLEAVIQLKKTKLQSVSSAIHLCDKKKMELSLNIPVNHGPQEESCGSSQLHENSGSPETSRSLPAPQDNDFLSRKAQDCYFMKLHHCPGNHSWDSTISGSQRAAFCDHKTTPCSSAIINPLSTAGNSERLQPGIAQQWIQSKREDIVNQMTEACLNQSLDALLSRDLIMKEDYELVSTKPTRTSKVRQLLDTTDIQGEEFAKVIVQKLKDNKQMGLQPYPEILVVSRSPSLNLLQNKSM
aDG glyco act = increases alpha dystroglycan glycosylation | activation, % at 10 µM | Pro5-aDG cells, alpha-DG glycosylation AlphaScreen (IIH6); 0% Pro5, 100% B10-LARGE cell signal | AID 624168 | 360,000 compounds, 0.22% hits;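 active = activation of at least 8% versus controls, or a plate z-score of at least 8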;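 also: Pro5 are CHO cells carrying HIG-tagged alpha-DG that lacks glycosylation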
MC4R barr agon = activates human MC4R beta-arrestin recruitment; activation, % at 8.9 µM; P32245; 360,000 compounds, 0.98% hits; U2OS MC4R beta-arrestin complementation, luminescence; percent of melanotan II response, DMSO zero; AID 540308;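 active = activation above a per-plate cutoff, the mean activation of sample wells on that plate plus 3 SD, cut at about 8% in these data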
ABHD5-PLIN5 inh = ABHD5-PLIN5 protein interaction inhibition. Split G. princeps luciferase complementation, luminescence, 4 h. inhibition, % at 4 µM. 360,000 compounds, 0.78% hits;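 active = inhibition above the mean inhibition across every tested compound plus 3 SD, cut at about 22% in these data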;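 also: 0% = DMSO only wells and the 100% control is not disclosed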
N-glyco inh = N-linked glycosylation inhibition. D54 ERlucT glycosylation luciferase reporter, 24 h; percent of 100 nM tunicamycin response. reporter increase, % at 12.5 µM. 360,000 compounds, 0.23% hits. AID 588692;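 active = mean luciferase reporter signal, scaled so untreated is 0 and the glycosylation-blocking control 100, at or above a set limit in every replicate; inconclusive = mean reaches the limit but not every replicate does; inactive = mean below the limit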;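 also: luciferase carries N-glycosylation sites so blocking glycosylation raises the light; 0% = median of neutral control wells and 100% = median of 100 nM tunicamycin wells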
Exocytosis inh = blocks lytic granule exocytosis | inhibition, % at 10 µM | AID 651702 | TALL-104 LAMP-1 surface exposure, flow cytometry; cells stimulated with thapsigargin and PMA | 360,000 compounds, 0.66% hits;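 active = inhibition above about 55%, limit read from the data; inconclusive = no clear call, values can overlap the other calls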
An asterisk follows results filed as active; ? = inconclusive; . = not tested or not shown. Some of the compounds tested; rates above refer to the full screens.

item	SMILES	TLR9-MyD88 block	ABCB6 inh MLPCN	MC4R antagonist	Vif imaging	NOD2 RIPK2 PPI	aDG glyco act	MC4R barr agon	ABHD5-PLIN5 inh	N-glyco inh	Exocytosis inh
1	COCCN1CCn2c(nc3cc(NC(=O)NC4CCCCC4)ccc32)C1	-7	106	-4	8	8	0.8	-1.3	7	0	-2
2	CC(=O)Nc1ccc(NC(=O)C(Sc2ccccc2)c2ccccc2)cc1 (configuration not stated)	-11	103	3	0	-2	-0.1	2.8	-3	-3	-5
3	Cc1ccc(NC(NC(=O)c2ccccc2[N+](=O)[O-])C(Cl)(Cl)Cl)cc1 (configuration not stated)	-4	96	0	-7	-9	0.6	-1.8	6	-1	-2
4	CCOc1cc(N2CCOCC2)c(OCC)cc1NC(=O)CCC1CCCC1	-4	101	5	-18	-16	0.0	1.6	4	-1	0
5	O=C(CN(C(=O)CNS(=O)(=O)c1ccccc1)c1ccc(Cl)cc1)NCC1CCCO1 (configuration not stated)	-4	97	6	?	-7	0.0	0.6	-4	0	12
6	COc1ccc(-c2coc3c(C(=O)NCc4ccc(OC)c(OC)c4)cccc23)c(C)c1	.	96	6	-24	-1	4.6	0.9	-6	-5	8
7	Cc1ccccc1OCC(=O)Nc1sc2c(c1C#N)CC(C)(C)NC2(C)C	-10	95	14	10	0	0.8	0.4	-2	1	59*
8	CCOC(=O)c1c(C)[nH]c(C)c1C(=O)COC(=O)COc1ccc(Cl)c(C)c1	-10	99	3	4	-4	0.0	1.2	4	5	-2
9	Nc1nc(SCC(=O)Nc2ccc(Cl)cc2)[nH]c(=O)c1-c1ccccc1	13	96	7	-8	-2	-0.2	-2.5	2	3	-1
10	COc1ccc(-c2nnc(SC(C)C(=O)NC3CC3)o2)cc1 (configuration not stated)	4	98	-1	0	-17	-0.2	-1.5	0	-1	1

Continuation.
item	SMILES	TLR9-MyD88 block	ABCB6 inh MLPCN	MC4R antagonist	Vif imaging	NOD2 RIPK2 PPI	aDG glyco act	MC4R barr agon	ABHD5-PLIN5 inh	N-glyco inh	Exocytosis inh
11	N#CCOc1nc(N2CCCCC2)nc(N2CCCCC2)n1	-3	99	-4	-21	-6	-0.4	-2.2	-2	-3	3
12	CCCCC(=O)Nc1ccc2c(c1)nc1n2CCOC1	2	102	5	-2	4	0.9	-1.1	-5	0	0
13	CCOC(=O)N1CCC(c2[nH][nH]c(=O)c2C)CC1	-1	91	3	11	5	-0.3	-0.3	2	0	1
14	Cc1cc(NC(=O)c2cccc(S(=O)(=O)N3CCCCC3)c2)no1	0	99	-5	6	-7	0.0	-3.2	1	1	-4
15	O=C(O)c1cc(NC(=O)C2CCCO2)cc(C(=O)O)c1 (configuration not stated)	7	93	2	1	-13	0.0	-1.2	3	1	-2
16	O=C(NCc1ccc2c(c1)OCO2)C(=O)Nc1ccccc1	1	105	1	-1	1	0.0	-0.1	-5	3	0
17	CNC(=S)Nc1cccc(C(=O)O)c1	-4	102	23	12	1	-0.1	-1.6	-1	1	0
18	COc1cccc(N2CC(O)=C(c3nc4ccccc4s3)C2=N)c1	-4	105	-19	16	-2	-0.3	-3.5	3	9	3
19	COc1ccc(NC(=O)c2cnn(-c3ccccc3)c2C)cc1	0	95	-2	-3	-1	-0.1	1.0	-9	-12	-8
20	COc1cc(C)ccc1NC(=O)Cc1csc(NC(=O)Nc2ccccc2OC)n1	-8	97	12	-6	-13	0.1	1.0	5	-2	-2

Single entries from the list:
entry 20 | aDG glyco act: 0.1
entry 15 | MC4R barr agon: -1.2
entry 14 | MC4R barr agon: -3.2
entry 18 | Exocytosis inh: 3

Following part:
item	SMILES	TLR9-MyD88 block	ABCB6 inh MLPCN	MC4R antagonist	Vif imaging	NOD2 RIPK2 PPI	aDG glyco act	MC4R barr agon	ABHD5-PLIN5 inh	N-glyco inh	Exocytosis inh
21	COC(=O)c1ccc(CSc2nnc(-c3ccncc3)n2Cc2ccccc2)o1	4	91	9	3	0	0.0	-2.9	2	1	-1
22	CCCCn1c(N)c(N(CC(C)C)C(=O)CCS(=O)(=O)c2ccc(C)cc2)c(=O)[nH]c1=O	0	99	3	1	1	0.6	-1.7	8	2	-12
23	CCOc1ccccc1-n1c(SCC(=O)NC)nnc1-c1ccco1	-6	96	1	6	-3	0.1	-1.4	2	3	0
24	CCc1noc(C)c1C(=O)N(CC(C)C)c1c(N)n(Cc2ccccc2)c(=O)[nH]c1=O	2	98	9	-1	-2	-0.4	-0.5	-2	3	0
25	CCN(CC)S(=O)(=O)c1cccc(C(=O)N[C@H](C(=O)OCC(N)=O)C(C)C)c1	4	101	1	5	-14	0.2	0.6	2	-1	-1
26	COc1ccc(NCC(=O)N/N=C/C=C/c2ccccc2[N+](=O)[O-])cc1	6	93	-7	-3	-1	0.2	-1.6	-9	0	-2
27	COc1ccc(NC(=O)CS(=O)CC(=O)NCc2cccc(C(F)(F)F)c2)cc1 (configuration not stated)	3	100	10	5	-2	0.1	-2.4	-6	-1	1
28	Cc1nn(CCCC(=O)O)c(C)c1[N+](=O)[O-]	8	92	10	1	5	-0.2	-3.5	2	1	15
29	CCOc1ccc(CC(=N)C2=C(O)CC(C)(C)CC2=O)cc1OCC	-12	94	5	-2	1	0.2	-2.4	-5	2	-2
30	COCCCNC(=O)CC1C[C@H](C(=O)N2CCCCC2)[C@@]2(CCc3ccccc3)c3[nH]c4ccccc4c3CCN2C1=O (some centres not stated)	-5	99	-1	-11	-15	0.0	0.7	-2	3	2

Next part
item	SMILES	TLR9-MyD88 block	ABCB6 inh MLPCN	MC4R antagonist	Vif imaging	NOD2 RIPK2 PPI	aDG glyco act	MC4R barr agon	ABHD5-PLIN5 inh	N-glyco inh	Exocytosis inh
31	Cc1ccc2c(c1)sc1nc(=O)ccn12	-2	92	2	14	-1	-0.1	-0.4	2	2	-6
32	CCOc1cc(C=O)ccc1OCC(=O)N1CCCC1	-1	96	-3	-1	-3	0.2	-4.9	1	2	5
33	CCOc1ccc(N/C=C/C(=O)c2cc(OC)c(OC)c(OC)c2)cc1	2	105	10	10	2	0.2	0.0	-3	17	-6
34	CCS(=O)(=O)N1CCC(C(=O)OCC(=O)c2ccc(Br)cc2)CC1	2	96	-5	9	8	0.0	-1.2	-3	3	0
35	Cc1onc(-c2ccccc2)c1C(O)c1ccc(F)cc1 (configuration not stated)	-15	95	-7	5	-12	0.0	-0.9	3	0	3
36	O=C(Cn1ccc2ccccc2c1=O)N1CCN(Cc2ccc3c(c2)OCO3)CC1	1	90	6	13	-8	-0.2	-0.3	-1	-2	2
37	CC(C)(C)N1C(=O)c2ccccc2NC(=O)C1C(=O)NCc1ccco1 (configuration not stated)	.	.	.	.	-9	0.2	.	5	.	1
38	CCCN(CCC)CC(C)(C)NS(=O)(=O)c1ccc(Cl)cc1	-5	94	11	-2	-3	0.0	-2.8	0	-2	-4
39	CCOC(=O)c1ccc(S(=O)(=O)NNC(=O)Cc2csc(C)n2)cc1	-6	100	-1	21	-7	-0.1	-1.1	-5	1	-4
40	CCOC(=O)c1c(NC(=S)Nc2cccc(C)c2)sc2c1CC(C)(C)SC2	1	103	14	6	-6	-0.4	-0.7	-18	1	-4

A second format for 2 compounds above.
| entry | TLR9-MyD88 block | ABCB6 inh MLPCN | MC4R antagonist | Vif imaging | NOD2 RIPK2 PPI | aDG glyco act | MC4R barr agon | ABHD5-PLIN5 inh | N-glyco inh | Exocytosis inh | SMILES |
| --- | --- | --- | --- | --- | --- | --- | --- | --- | --- | --- | --- |
| 7 | -10 | 95 | 14 | 10 | 0 | 0.8 | 0.4 | -2 | 1 | 59* | Cc1ccccc1OCC(=O)Nc1sc2c(c1C#N)CC(C)(C)NC2(C)C |
| 8 | -10 | 99 | 3 | 4 | -4 | 0.0 | 1.2 | 4 | 5 | -2 | CCOC(=O)c1c(C)[nH]c(C)c1C(=O)COC(=O)COc1ccc(Cl)c(C)c1 |

Continuation:
item	SMILES	TLR9-MyD88 block	ABCB6 inh MLPCN	MC4R antagonist	Vif imaging	NOD2 RIPK2 PPI	aDG glyco act	MC4R barr agon	ABHD5-PLIN5 inh	N-glyco inh	Exocytosis inh
41	O=C(C1CCCO1)N1CCN(C(=S)Nc2cc(F)cc(F)c2)CC1 (configuration not stated)	-4	104	10	6	-3	0.3	-2.2	-2	0	-8
42	COc1ccccc1C1NC(=O)NC(C)=C1C(=O)OCC1CCCCC1 (configuration not stated)	-8	90	3	-8	-8	0.2	1.9	4	0	3
43	Cc1nn(-c2ccccc2)c2c1C1(C(=O)N(C)c3ccccc31)C(C#N)=C(N)O2 (configuration not stated)	1	97	5	3	3	0.0	0.1	-11	-2	-5
44	CC1(C)CC(NC(=O)c2ccccc2C(=O)NC2CC(C)(C)NC(C)(C)C2)CC(C)(C)N1	-2	99	12	0	1	-0.3	0.4	3	2	2
45	COc1ccc([N+](=O)[O-])cc1NC(=O)C(C)OC(=O)c1cccnc1 (configuration not stated)	3	100	1	0	0	0.3	-1.2	-4	-1	0
46	CCC1CCCCN1CC(C)(C)NS(=O)(=O)c1ccccc1 (configuration not stated)	6	103	-1	-3	-9	0.2	0.0	6	0	-2
47	Cc1csc(SCC(=O)Nc2nccs2)n1	2	99	0	.	-7	0.0	-2.0	-2	-1	-4
48	CCOC(=O)c1sc(N2C(=O)C(O)=C(C(=O)c3ccc(C)o3)C2c2cccc([N+](=O)[O-])c2)nc1C (configuration not stated)	3	99	5	-7	2	0.2	-0.9	-4	2	4
49	O=C(O)c1cccc(-n2cnnn2)c1	-4	94	7	-3	-8	-0.3	0.3	14	0	0

In the list so far, 5 contain a nitro group on carbon:
item	SMILES	TLR9-MyD88 block	ABCB6 inh MLPCN	MC4R antagonist	Vif imaging	NOD2 RIPK2 PPI	aDG glyco act	MC4R barr agon	ABHD5-PLIN5 inh	N-glyco inh	Exocytosis inh
3	Cc1ccc(NC(NC(=O)c2ccccc2[N+](=O)[O-])C(Cl)(Cl)Cl)cc1 (configuration not stated)	-4	96	0	-7	-9	0.6	-1.8	6	-1	-2
26	COc1ccc(NCC(=O)N/N=C/C=C/c2ccccc2[N+](=O)[O-])cc1	6	93	-7	-3	-1	0.2	-1.6	-9	0	-2
28	Cc1nn(CCCC(=O)O)c(C)c1[N+](=O)[O-]	8	92	10	1	5	-0.2	-3.5	2	1	15
45	COc1ccc([N+](=O)[O-])cc1NC(=O)C(C)OC(=O)c1cccnc1 (configuration not stated)	3	100	1	0	0	0.3	-1.2	-4	-1	0
48	CCOC(=O)c1sc(N2C(=O)C(O)=C(C(=O)c3ccc(C)o3)C2c2cccc([N+](=O)[O-])c2)nc1C (configuration not stated)	3	99	5	-7	2	0.2	-0.9	-4	2	4

Screening data as filed in PubChem.
